# Pf apPOL inh: Pf-apPOL DNA polymerase inhibition | AID 1794808 | inhibition, % at 10 µM | hit rate 0.25% among 210,000 | Recombinant Pf-apPOL, molecular beacon fluorescence, 1.5 h
# mHTT-CaM PPI inh: mHTT-calmodulin interaction abrogation. P42858. AlphaScreen His-mHTT/GST-CaM binding, luminescence. inhibition, % at 15 µM. hit rate 3.6% among 190,000. AID 1671202;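 also: 0% = both proteins with DMSO and 100% = one protein alone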
# Target sequence (P42858 whole entry, looked up, stated change not applied): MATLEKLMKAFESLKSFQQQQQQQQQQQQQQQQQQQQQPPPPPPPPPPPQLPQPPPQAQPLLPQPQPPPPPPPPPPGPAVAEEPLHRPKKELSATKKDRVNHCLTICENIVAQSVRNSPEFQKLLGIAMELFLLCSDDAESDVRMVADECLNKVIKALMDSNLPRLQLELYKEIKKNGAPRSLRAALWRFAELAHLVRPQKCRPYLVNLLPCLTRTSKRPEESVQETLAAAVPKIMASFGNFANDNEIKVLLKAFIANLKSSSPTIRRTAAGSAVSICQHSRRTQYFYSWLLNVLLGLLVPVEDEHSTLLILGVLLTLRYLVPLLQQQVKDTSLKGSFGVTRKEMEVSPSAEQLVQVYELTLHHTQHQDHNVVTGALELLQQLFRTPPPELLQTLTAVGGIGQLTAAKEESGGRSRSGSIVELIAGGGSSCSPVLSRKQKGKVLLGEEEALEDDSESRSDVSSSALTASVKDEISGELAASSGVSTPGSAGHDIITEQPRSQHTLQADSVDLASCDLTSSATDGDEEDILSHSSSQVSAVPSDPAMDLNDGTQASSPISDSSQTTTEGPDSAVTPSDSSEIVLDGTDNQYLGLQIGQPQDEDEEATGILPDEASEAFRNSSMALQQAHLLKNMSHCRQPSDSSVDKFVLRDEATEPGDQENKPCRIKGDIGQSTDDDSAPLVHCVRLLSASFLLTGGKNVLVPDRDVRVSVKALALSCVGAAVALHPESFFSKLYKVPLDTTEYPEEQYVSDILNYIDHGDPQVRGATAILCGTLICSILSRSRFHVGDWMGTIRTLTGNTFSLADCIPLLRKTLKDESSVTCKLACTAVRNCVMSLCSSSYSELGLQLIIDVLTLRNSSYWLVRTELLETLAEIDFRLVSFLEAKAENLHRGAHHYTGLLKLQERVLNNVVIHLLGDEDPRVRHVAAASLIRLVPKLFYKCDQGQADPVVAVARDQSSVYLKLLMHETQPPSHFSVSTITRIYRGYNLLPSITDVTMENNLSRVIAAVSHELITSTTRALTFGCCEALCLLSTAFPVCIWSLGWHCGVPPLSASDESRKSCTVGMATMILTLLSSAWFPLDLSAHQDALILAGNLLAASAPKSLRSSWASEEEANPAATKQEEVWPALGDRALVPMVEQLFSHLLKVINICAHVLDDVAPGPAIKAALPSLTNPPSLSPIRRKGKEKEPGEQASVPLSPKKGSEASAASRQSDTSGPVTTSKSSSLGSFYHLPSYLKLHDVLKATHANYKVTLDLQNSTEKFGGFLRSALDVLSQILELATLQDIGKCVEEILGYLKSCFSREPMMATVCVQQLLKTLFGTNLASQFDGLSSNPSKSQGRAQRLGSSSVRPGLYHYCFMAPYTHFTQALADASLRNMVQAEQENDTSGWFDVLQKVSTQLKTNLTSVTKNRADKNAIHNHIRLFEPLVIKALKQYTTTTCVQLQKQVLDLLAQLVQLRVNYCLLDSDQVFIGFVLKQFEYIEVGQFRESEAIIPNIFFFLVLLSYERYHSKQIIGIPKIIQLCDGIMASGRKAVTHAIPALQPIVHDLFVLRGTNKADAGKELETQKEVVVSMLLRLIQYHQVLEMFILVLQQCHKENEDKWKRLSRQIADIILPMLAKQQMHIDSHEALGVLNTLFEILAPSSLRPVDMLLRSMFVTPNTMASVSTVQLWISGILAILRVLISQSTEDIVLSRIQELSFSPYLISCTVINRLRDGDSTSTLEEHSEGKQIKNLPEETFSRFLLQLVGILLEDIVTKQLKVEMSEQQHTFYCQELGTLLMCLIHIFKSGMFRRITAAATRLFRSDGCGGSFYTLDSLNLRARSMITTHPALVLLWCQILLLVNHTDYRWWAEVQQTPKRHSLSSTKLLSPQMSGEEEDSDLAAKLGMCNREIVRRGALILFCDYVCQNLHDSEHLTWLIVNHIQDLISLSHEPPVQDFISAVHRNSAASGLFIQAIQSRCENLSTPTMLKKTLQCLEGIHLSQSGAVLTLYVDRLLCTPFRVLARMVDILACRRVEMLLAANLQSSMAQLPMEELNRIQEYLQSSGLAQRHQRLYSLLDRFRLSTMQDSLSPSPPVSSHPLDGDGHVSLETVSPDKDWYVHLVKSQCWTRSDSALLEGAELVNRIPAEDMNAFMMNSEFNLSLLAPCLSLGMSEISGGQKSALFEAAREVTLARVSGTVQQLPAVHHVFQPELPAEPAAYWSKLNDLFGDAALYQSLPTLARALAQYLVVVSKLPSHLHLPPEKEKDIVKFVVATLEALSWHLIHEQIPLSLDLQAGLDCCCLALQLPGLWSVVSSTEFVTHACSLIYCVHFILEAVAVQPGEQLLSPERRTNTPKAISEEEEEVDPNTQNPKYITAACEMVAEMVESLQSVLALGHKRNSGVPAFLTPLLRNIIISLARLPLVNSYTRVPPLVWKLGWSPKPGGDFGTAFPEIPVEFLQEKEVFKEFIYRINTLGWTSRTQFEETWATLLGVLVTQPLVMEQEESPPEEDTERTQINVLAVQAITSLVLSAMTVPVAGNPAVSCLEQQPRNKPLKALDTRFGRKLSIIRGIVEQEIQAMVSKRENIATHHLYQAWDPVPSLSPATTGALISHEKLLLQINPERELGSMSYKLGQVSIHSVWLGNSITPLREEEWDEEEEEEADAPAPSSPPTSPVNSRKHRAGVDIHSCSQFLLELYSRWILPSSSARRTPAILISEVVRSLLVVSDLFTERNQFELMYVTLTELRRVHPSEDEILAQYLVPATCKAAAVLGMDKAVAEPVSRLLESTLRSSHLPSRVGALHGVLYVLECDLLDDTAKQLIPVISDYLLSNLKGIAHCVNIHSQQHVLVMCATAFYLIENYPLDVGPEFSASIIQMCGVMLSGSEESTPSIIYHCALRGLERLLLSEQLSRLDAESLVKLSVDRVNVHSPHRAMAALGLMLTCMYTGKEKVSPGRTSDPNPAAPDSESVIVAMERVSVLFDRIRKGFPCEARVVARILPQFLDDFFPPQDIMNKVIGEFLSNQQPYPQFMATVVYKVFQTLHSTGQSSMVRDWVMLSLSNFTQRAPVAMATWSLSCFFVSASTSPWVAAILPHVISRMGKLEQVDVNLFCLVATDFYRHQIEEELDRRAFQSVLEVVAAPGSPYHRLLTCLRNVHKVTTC
# Active calls of the source: *; i = inactive; / = no result given; & = joins results of further samples. Rule as the data show it: active = inhibition above about 50%; inactive = the rest.
SMILES | Pf apPOL inh | mHTT-CaM PPI inh
COc1ccccc1CN1CCc2nc(Nc3ccccc3OC)ncc2C1 | -0.9 | 20.7
Cc1nc2ccccn2c1C(=O)NC1CCCCC1 | 3.0 | 4.5
Cc1nn(-c2ccc(F)cc2)c2nc(N3CCC(NC(=O)C4CCCC4)CC3)sc12 | -6.5 | 5.2
Cc1ccccc1CNC(=O)c1c(C)noc1-c1ccncc1 | -2.7 | 0.9
Cc1ccc(C)c(C(=O)N2CCC(c3cc4n(n3)CCCN(C)C4=O)CC2)c1 | -4.6 | -1.9
Cc1ccc(C(=O)N2CCCC2COc2ccc(C(=O)NC(C)C)cc2)cc1C (stereo unspecified) | 11.9 | 3.5
Cc1ccc(-c2cc(C(=O)NC3CCCC3)ccn2)s1 | 19.9 | -4.0
O=C(Nc1ccccc1C#Cc1ccccc1NC(=O)c1ccco1)c1ccco1 | -0.5 | -7.5
CCCCNC(=O)N1CCNC1=O | / | -2.4
CC12c3ccccc3C(c3ccccc31)C1C(=O)N(c3ccccc3)C(=O)C12 (stereo unspecified) | -3.7 | 3.0
CCN1CCCC1CNC(=O)c1cc(S(=O)(=O)CC)c(N)cc1OC (stereo unspecified) | -8.6 | /
Cc1cc(Cl)ccc1NC(=O)N1CCc2c(nc3cc[nH]n3c2=O)C1 | 3.8 | 0.8
CNC(=O)Cc1csc(NC(=O)Cn2ccc3ccccc32)n1 | -3.2 | 0.3
NC(=O)NNC(=O)NNC(N)=O | 4.3 | /
O=C(NCc1ccccn1)C1CC(=O)N(CCc2c[nH]c3ccc(Cl)cc23)C1 (stereo unspecified) | -3.3 | 92.5*
COc1cccc(N2CCN(c3ccc([N+](=O)[O-])cn3)CC2)c1 | -3.8 | 4.9
O=C(NCCc1cccs1)c1cccc(N2CCNC(c3ccccc3)C2)n1 (stereo unspecified) | 34.0 | 87.4*
O=[N+]([O-])c1ccc(-c2nc(C=Nc3ccc(I)cc3)c(O)o2)cc1 | -1.5 | 2.0
CC(=O)Nc1nc2c(ncn2COCCO)c(=O)[nH]1 | -6.3 | 0.0
COc1ccccc1C1(CCN2C(=O)CCC2=O)CCOC(C)(C)C1 (stereo unspecified) | 1.9 | -5.7

# Continuation.
SMILES | Pf apPOL inh | mHTT-CaM PPI inh
CC1CCc2c(sc3nc4c5ccccc5c(Cl)nn4c(=O)c23)C1 (stereo unspecified) | -12.4 | -7.0
Cc1nn(-c2ccccc2)c(Cl)c1C(=O)Nc1ccc(Cl)cc1 | 1.3 | -3.0
CCCCS(=N)(=O)CC[C@H](N)C(=O)O (stereo partly specified) | 2.0 | /
CC1(C(=O)NC2CCCC2)CCC(=O)N1CCc1ccccc1 (stereo unspecified) | -14.1 | 6.0
O=C(Nc1cccc(N2CCCN(Cc3ccc(F)cc3)C2=O)c1)c1cccs1 | -2.3 | -4.6
CC(C)(C)n1cnc2cc(NCc3ccc(Br)cc3)ccc21 | -4.4 | 61.0*
O=S(=O)(Nc1ccc(OC(F)(F)F)cc1)c1cccc2nsnc12 | -10.0 | /
COc1ccc(OCCCOc2ccc(OC)cc2)cc1 | -5.3 | -9.3
O=C(CN1C(=O)C(c2ccc(Cl)cc2)=NC12CCCCC2)Nc1ccc(F)cc1 | -7.2 | 18.6
Cc1ccc(NC(=O)N2CC(C)Oc3ccc(Cl)cc32)cc1 (stereo unspecified) | -2.6 | -18.5
O=C(Nc1ccc(Br)c(Cl)c1)c1ccccc1Cl | -2.2 | -20.9
COc1ccc(-n2ncc3c(Nc4ccc(Br)cc4)ncnc32)cc1 | -8.6 | 8.0
O=C(Nc1ccccc1-c1ccccc1NC(=O)c1ccccc1Cl)c1ccccc1Cl | -8.5 | 2.0
OC(COc1ccc(Br)cc1)CN1CCCCCC1 (stereo unspecified) | -7.3 | -4.8
COc1ccccc1N1CCN(C(=O)CS(=O)(=O)c2ccc(Cl)s2)CC1 | 1.9 | 11.7
Cc1c(NC(=O)CCc2ccc(C3CC3C)o2)c(=O)n(-c2ccccc2)n1C (stereo unspecified) | -13.4 | 2.0
COc1cc(C(F)(F)F)nc2c(Br)c(C(C)(C)C)nn12 | -5.3&-2.6 | /
Cc1ccccc1C1C=C(c2ccc(F)cc2)Nc2ncnn21 (stereo unspecified) | -8.6 | 6.0
O=C(CSc1nnc(NC(=O)Cc2ccc(F)cc2)s1)NO | 17.7 | -6.1
Cc1cc(F)c(F)c(C(=O)N2CCN(c3ccc([N+](=O)[O-])cc3F)CC2)c1 | -6.1 | 2.6

# Compound profiles, as listed above. Values in the order: Pf apPOL inh	mHTT-CaM PPI inh
# Listed for Cc1ccccc1CNC(=O)c1c(C)noc1-c1ccncc1 : -2.7	0.9
# Listed for Cc1nn(-c2ccccc2)c(Cl)c1C(=O)Nc1ccc(Cl)cc1 : 1.3	-3.0
# Listed for Cc1ccc(C(=O)N2CCCC2COc2ccc(C(=O)NC(C)C)cc2)cc1C (stereo unspecified) : 11.9	3.5
# Listed for Cc1cc(F)c(F)c(C(=O)N2CCN(c3ccc([N+](=O)[O-])cc3F)CC2)c1 : -6.1	2.6

# Random excerpt: three entries already listed.
SMILES | Pf apPOL inh | mHTT-CaM PPI inh
O=S(=O)(Nc1ccc(OC(F)(F)F)cc1)c1cccc2nsnc12 | -10.0 | /
CC1(C(=O)NC2CCCC2)CCC(=O)N1CCc1ccccc1 (stereo unspecified) | -14.1 | 6.0
COc1ccccc1N1CCN(C(=O)CS(=O)(=O)c2ccc(Cl)s2)CC1 | 1.9 | 11.7

# Carrying on.
SMILES | Pf apPOL inh | mHTT-CaM PPI inh
CC1(C)Cc2c(sc(N)c2C(=O)O)CO1 | -31.4 | 26.3
Cc1ccc(-n2cnc3ccccc3c2=O)cc1C | -3.4 | -4.0
O=C1NC(=Nc2ccccc2Cl)S/C1=C/c1ccsc1 | -1.5 | 44.0
CCCN1CCN(C(=O)c2cn3ccnc(-c4ccc(F)cc4)c3n2)CC1 | 1.5 | -3.3
COc1ccc(NC(=O)O/N=C/c2ccc(N(C)C)cc2)cc1 | -0.1 | i
Cc1ccccc1NC(=O)CCN1CCN(c2ccccc2F)CC1 | -5.2 | 3.2
CCCCCCN1CCS(=O)(=O)N(Cc2ccc(OC)cc2)C(C(=O)OC)C1 (stereo unspecified) | -3.7 | 10.9
CC1(C)NC(=O)N(CC(O)CN2C(=O)c3ccccc3C2=O)C1=O (stereo unspecified) | 2.0 | 2.0
Cn1c(=O)c2c(nc(N3CCCC3)n2CC(O)CO)n(C)c1=O (stereo unspecified) | -0.6 | 0.0
O=C(c1ccc(Br)o1)N1CCN(c2ccccn2)CC1 | -6.1 | 1.7
CS(=O)(=O)N1CCCc2cc(Br)ccc21 | / | -6.8
O=C(c1ccccc1I)N1CCN(c2ccc([N+](=O)[O-])cc2)CC1 | -2.1 | 19.5
COCc1cc(C)nc2sc(C(=O)NC3CCCCC3)c(N)c12 | -7.5 | 3.0
CC(C)(C)c1ccc(Oc2ccc(NC(=O)Nc3cccs3)cn2)cc1 | -2.4&-8.2 | /
CCC(=O)NCc1nc2c(n1CC)CN(C(=O)c1cccc(OC)c1)CC2 | -1.6 | 2.3
CCn1c(C2CCN(C(=O)Nc3cccc(OC)c3)C2)nc2cccnc21 (stereo unspecified) | -2.3 | 5.1
Cc1cc(C)nc(Nc2nc3ccccc3s2)n1 | 0.2 | -5.6
COc1ccc(OC)c(CNS(=O)(=O)c2ccc3[nH]c(=O)sc3c2)c1 | 2.6 | -1.0
Cc1cc(OC(=O)c2ccno2)cc(C)c1Cl | 7.1 | /
CSc1cccc(NC(=O)CN(c2ccc([N+](=O)[O-])cc2)S(=O)(=O)c2ccccc2)c1 | -2.1 | 27.4

# (listing goes on)
SMILES | Pf apPOL inh | mHTT-CaM PPI inh
CCCN1CCC(CC(=O)O)CC1 | / | -3.0
CCOC(=O)c1ccc(NC(=O)N2CCC(c3nc4cccnc4n3CC)C2)cc1 (stereo unspecified) | -1.1 | 19.9
O=C(Nc1cccnc1)c1cnn2c1NC(c1cccs1)CC2C(F)(F)F (stereo unspecified) | -3.6 | 4.0
Cc1ccc2nsnc2c1NC(=O)COc1ccc(Br)cc1 | -1.4&0.2 | 1.0&-2.9
COc1cc(/C=c2\sc3nc(-c4cccnc4)nn3c2=O)ccc1OCCC(C)C | -1.8 | 13.0
Cc1nnc(SCC(=O)NCc2cc(C(=O)c3ccccc3)ccc2O)s1 | -2.7 | 1.0
O=C(c1cn2c(n1)COCC2)N1CCN(c2ccccc2)CC1 | 3.3 | 15.0
O=c1c2cc(F)ccc2ncn1C1CCN(S(=O)(=O)c2cccc(F)c2)CC1 | 2.0 | -4.3
CC(=O)NCc1csc(C2CCN(C(=O)C3CCCCC3)CC2)n1 | -2.4 | 2.4
CCOc1ccc(-n2cc(C(=O)O)nn2)cc1 | -4.7 | 1.5
O=C(NCCc1ccccc1)C1CCN(c2nc3cccnc3s2)CC1 | 4.6 | -2.0
O=C(NCCC1=CCCCC1)C(=O)Nc1cccc(N2CCCC2=O)c1 | -9.4 | -9.8
OC(CN1CCN(Cc2c(F)cccc2Cl)CC1)Cn1ccc2ccccc21 (stereo unspecified) | 0.9 | /
COc1ccc(CC(=O)N2CCC(c3noc(-c4ccccc4OC)n3)CC2)cc1Cl | -2.3 | 9.2
Cc1cc(C(=O)Nc2nnc(-c3ccco3)o2)on1 | -4.1 | -2.2
O=C(Nc1nc(-c2cccnc2)cs1)c1ccc(S(=O)(=O)N2CCc3ccccc32)cc1 | -4.8 | 9.0
CCn1cc(CN2CCC(c3nc(-c4ccccc4)no3)C2)cn1 (stereo unspecified) | 0.5 | 28.2
O=C(Nc1nccs1)c1c(O)c2ccccc2[nH]c1=O | -8.8 | -6.2
Cc1ccccc1NC(=O)Cn1ccc2sccc2c1=O | 3.5 | -4.9
CCNC(=O)C1CCc2nc(N3CCN(C(=O)C(C)C)CC3)sc2C1 (stereo unspecified) | -6.6 | 6.9

# Carrying on.
SMILES | Pf apPOL inh | mHTT-CaM PPI inh
CCN1c2ccc(Cl)cc2C(=O)NC12CCN(C(=O)Nc1cccc(OC)c1)CC2 | -2.1 | 3.9
Cc1cnc2n(c1=O)C(CC(=O)NCc1cc(-c3cccs3)on1)CS2 (stereo unspecified) | 2.6 | -3.9
COC(=O)COc1ccc2c(c1)OC(=Cc1cccnc1)C2=O | 6.9 | -5.3
COCCCNC(=O)C1(C)CCC(=O)N1Cc1ccccc1OC (stereo unspecified) | -1.2 | 6.2
Cc1nn(-c2cc(Cl)ccc2Cl)c(N)c1-c1nc(-c2ccccc2)cs1 | -5.4 | /
Cc1ccc(Cl)cc1NC(=O)Nc1ccc2c(c1)CCN2S(C)(=O)=O | -3.5 | 8.9
COc1ccc(C2=NOC(C(=O)NCc3cccnc3)C2)cc1 (stereo unspecified) | -2.8 | -7.3
Cc1cccn2c(=O)c3cc(C(=O)NCc4cccnc4)c(=N)n(CCOCCO)c3nc12 | 4.5 | -5.0
Cc1nc(-c2ccc(F)cc2)sc1C(=O)N1CCC(CC(=O)NCc2ccco2)CC1 | -7.7 | 40.7
Cc1cn(C(=O)c2cccc(Br)c2)c(C)n1 | -3.8 | -38.1
O=C(CC(NCc1ccco1)C(=O)O)Nc1ccccc1F (stereo unspecified) | 2.4 | -4.1
O=[N+]([O-])c1cnc(Sc2nnc(-c3ccco3)n2-c2ccc(OCc3ccccc3)cc2)s1 | 1.1 | /
COc1ccc(Cl)cc1NC(=O)Nc1nc(CSC)cs1 | -3.6 | 34.6
COc1cc(C(=O)N2CCC3(CC2)NC(=O)c2cc(F)ccc2N3C)cc(OC)c1OC | -5.6 | 1.0
COc1ccc(-c2cc3nc4c(c(=O)n3[nH]2)CN(C(=O)NCC2CCCO2)CC4)cc1 (stereo unspecified) | -2.8 | 4.0
N#Cc1cccc(-c2cn3c(n2)N(C(=O)C2CCCO2)CCC3)c1 (stereo unspecified) | 0.3 | 16.6
Cc1ccccc1C(=O)N1CCN(c2nc(CN3CCOCC3)cs2)CC1 | 3.9 | 8.0
Cc1c(Cl)cccc1NC(=O)CSc1nnc(CCn2ccc(=O)[nH]c2=O)o1 | -0.5 | -8.3
O=C1CCCC(=O)N1Cc1ccco1 | -5.0 | 3.7
COc1ccccc1N1CCN(CC(O)COc2ccc(C)c(C)c2)CC1 (stereo unspecified) | -2.2 | 38.4

# New compounds follow:
SMILES | Pf apPOL inh | mHTT-CaM PPI inh
Nc1ncnc(N(Cc2ccccc2)c2ccccc2)c1[N+](=O)[O-] | -0.3 | 10.0
CCOc1ccc2c(=O)c(Oc3cccc(OC)c3)c(C)oc2c1 | -3.1 | -5.2
CSc1nnc(-c2nn(C)c3c2CN(C(=O)CCC2CCCC2)CC3)n1C | -3.9 | 14.3
CCn1c(CC2CCN(C(=O)CSc3ccccc3)C2)nc2cccnc21 (stereo unspecified) | -3.5 | 2.9
C/C(=N\OCc1nc2c3c(-c4ccccc4)c(-c4ccccc4)oc3ncn2n1)c1cccs1 | 8.9 | i
Cc1nc(-n2nc(C)c(CC(=O)N3CCCC3)c2C)sc1C | 0.6 | -4.0
COc1cccc(C(=O)Nc2cccc(-c3nc4ncccc4o3)c2C)c1 | -1.0&-0.5 | 10.0&-2.1
O=[N+]([O-])c1cccc2ccc(-n3ccnc3)nc12 | 0.0 | 3.4
O=C(Nc1ccc(Cl)c(-c2nc3ccccc3[nH]2)c1)c1ccccc1[N+](=O)[O-] | 3.2 | 18.0
CCS(=O)(=O)NC(C)CCc1ccccc1 (stereo unspecified) | -1.5 | -0.6
CCOc1cc(Br)c(/C=C2\NC(=O)N(Cc3ccccc3F)C2=O)cc1OC | -5.5 | -4.0
COc1ccc2nc(-c3ccc(F)c(NC(=O)c4ccco4)c3)cn2n1 | -4.5 | -1.5
CC(C)n1c(Br)nc2c1c(=O)[nH]c(=O)n2C | -8.1 | -1.0
COc1ccc(C=NS(=O)(=O)c2cccs2)cc1OC | 11.1 | 0.0
Cc1ccccc1-c1cc(C(=O)N2CCC(NC(=O)c3ccc(F)cc3)CC2)[nH]n1 | 2.6 | -6.1
CCNc1cc(N2CCCC(CCC(=O)N3CCCC3)C2)ncn1 (stereo unspecified) | -6.8 | -7.8
O=C(Nc1ccccc1F)c1sc2cccc(Cl)c2c1Cl | -4.6 | -2.7
Cc1ccc(NC(=O)NC2CCN(c3ccccc3)C2=O)cc1Cl (stereo unspecified) | -1.2 | -12.5
NC(=NO)c1ncc([N+](=O)[O-])s1 | -5.3 | /

# Assay outcomes from PubChem BioAssay.

# Only part of the results is shown; rates above refer to the full screens.
